TDP1 inh: TDP1 (human) enzyme inhibition. 350,000 tested, 0.28% active. Potency, µM (series often up to 130 µM), for inactives: at the highest dose activity change, negative = inhibition, actives largely listed as inhibitors. recombinant TDP1, AlphaScreen DNA substrate cleavage. AID 485290. Q9NUW8; also: nearly all actives have a fitted effect of over 40% in size
Target sequence (Q9NUW8 whole entry, looked up): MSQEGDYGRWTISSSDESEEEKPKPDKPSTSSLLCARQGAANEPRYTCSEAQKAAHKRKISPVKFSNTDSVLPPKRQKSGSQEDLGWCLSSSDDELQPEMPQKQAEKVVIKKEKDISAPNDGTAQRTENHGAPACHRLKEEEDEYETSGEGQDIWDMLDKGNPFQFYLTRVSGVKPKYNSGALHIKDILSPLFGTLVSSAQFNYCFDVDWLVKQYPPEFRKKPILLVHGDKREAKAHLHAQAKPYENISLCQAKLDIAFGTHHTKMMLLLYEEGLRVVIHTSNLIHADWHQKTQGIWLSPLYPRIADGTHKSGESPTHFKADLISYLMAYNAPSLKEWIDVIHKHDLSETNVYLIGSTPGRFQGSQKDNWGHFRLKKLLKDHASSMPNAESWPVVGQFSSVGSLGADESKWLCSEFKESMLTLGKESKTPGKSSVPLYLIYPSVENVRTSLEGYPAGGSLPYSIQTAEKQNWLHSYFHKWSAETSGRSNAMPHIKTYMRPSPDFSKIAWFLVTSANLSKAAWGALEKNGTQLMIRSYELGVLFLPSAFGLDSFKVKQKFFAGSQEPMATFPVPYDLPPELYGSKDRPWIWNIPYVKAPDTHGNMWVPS
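AlphaScreen read-out: signal falls as enzyme removes the 3' tyrosine-FITC from a 5'-biotinylated DNA oligo (15 nM, 5 min, RT). Enzyme was E. coli-made recombinant Tdp1 at 1 nM, exposed to compound for 15 min beforehand; beads 10 ug/ml, 10 min.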
TDP1 cell noCPT: qHTS for Inhibitors of human tyrosyl-DNA phosphodiesterase 1 (TDP1): qHTS in cells in absence of CPT; DT40 Tdp1-/- hTDP1 cells, no CPT, ATP luminescence, 48 h; Potency, µM (doses to about 46.2 µM), for inactives: at the top dose activity change, negative = growth inhibition, most hits filed as inhibitors; 420,000 tested, 15% active; AID 686978, 2013; also: nearly all actives have a fitted effect of over 55% in size
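Growth of hTDP1-complemented DT40 Tdp1-knockout cells is measured by ATP luminescence after at least 48 hr compound exposure at 37 °C, with DMSO substituting for the 20 nM CPT used in the parallel screen.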
TDP1 cell CPT: growth inhibition of DT40 Tdp1-/-;hTDP1 cells with camptothecin (screen for TDP1 inhibitors); chicken DT40 Tdp1-/-;hTDP1 cells + 20 nM CPT, ATP luminescence, 48 h; AID 686979; 420,000 tested, 12% active; Potency, µM (doses to about 46.2 µM), without a hit: top-dose activity change, negative = growth inhibition, hits mostly inhibitors; also: nearly all actives have a fitted effect of over 55% in size
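Cell growth measured by CellTiter-Glo luminescence after a minimum 48 h, 37 C compound exposure with 20 nM CPT in Tdp1-knockout DT40 cells stably expressing hTDP1, seeded 400/well; qHTS titration format.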
* marks the source's active call; other numbers are inactive results; ? = inconclusive; . = no result given; & = joins results of further samples; ! = repeats disagree; [ ] = remark or other dose. Calls follow the shape of the dose curve; as a rule, active = well fitted curve in the direction sought with a large enough effect; inconclusive = small, poorly fitted or top-dose-only effect, or another doubt; inactive = no such curve, though single readings can be large; an effect the other way counts as inactive or inconclusive. % is scaled to controls: 0 for no effect and ±100 for the full control effect; potency is read from the fitted curve at half-maximal effect.

structure,TDP1 inh,TDP1 cell noCPT,TDP1 cell CPT
CN(CC(=O)NC(=O)NCc1ccccc1)Cc1ccc(Cl)c(Cl)c1,3.5%,29.1µM*,20.6µM*
O=C1N=C(N2CCOCC2)S/C1=C\C=C/c1ccccc1,-2.0%,-25.6%,-20.2%
O=C(C1CC(=O)N(C2CCCC2)C1)N1CCC(Cc2ccccc2)CC1 (centres undefined),-1.0%,?,?
CSc1nc(N)c(C(=O)N(c2ccccc2)c2ccccc2)s1,.,?,?
O=C(Nc1nccs1)c1ccc2c(=O)n3c(nc2c1)CCCCC3,0.0%,16.4µM*,?
COCCNc1cc(C)c(C#N)c2nc3ccccc3n12,-3.2%,?,-19.5%
C[C@]12CCC(=O)C=C1CCC1C2CC[C@@]2(C)C1CCC21OCCO1 (some centres undefined),0.1%,?,?
c1cc2c(cn1)cnc1cscc12,2.5%,-26.7%,?
O=C1CC(N(Cc2ccc3c(c2)OCO3)C(=O)Nc2ccc(F)cc2)C(=O)N1c1ccccc1 (centres undefined),7.0%,-23.9%,-25.7%
NC(=O)c1ccsc1NC(=O)COC(=O)c1nc(Cl)ccc1Cl,4.8%[0.505 µM],-13.9%,-1.5%

Further entries follow.
structure,TDP1 inh,TDP1 cell noCPT,TDP1 cell CPT
COc1ccc(S(=O)(=O)N2CCC(C(=O)NCCc3c[nH]c4ccccc34)CC2)cc1,.,-0.3%,?
CC(C)C1Cc2c(C#N)c(N)sc(=S)c2CO1 (centres undefined),7.0%,0.1%,-3.2%
O=C(CN1C(=O)C2C3c4ccccc4C(c4ccccc43)C2C1=O)N1CCOCC1 (centres undefined),2.2%,-12.2%,-13.8%
Nc1cc2nc[nH]c2cc1N,79.4µM*,?,?
O=C(/C=C/c1ccc(Cl)cc1)c1ccc([N+](=O)[O-])o1,0.1%,0.651µM*,1.03µM*
COc1ccc(C(=O)CCC(=O)Nc2cccnc2)cc1OC,5.3%,-1.0%,2.8%
CN(C)[C@@H](CO)c1nnc([C@H](Cc2ccc(O)cc2)NC(=O)C2CCNCC2)o1,2.6%,-17.4%,5.0%
COc1ccc(C2C(C#N)=C(N)Oc3cc(C)n(Cc4ccco4)c(=O)c32)cc1 (centres undefined),2.0%,-10.4%,-5.9%
CC(C)N1CCc2c(sc(NC(=O)Cc3ccccc3)c2C(N)=O)C1,.,-21.9%,-6.9%
C/C=C(\C)CN1CCC(Oc2cc(C(=O)NC3CC3)ccc2OC)CC1,2.8%,-0.4%,12.4%

Record cards, from the list above. Values in the order: TDP1 inh, TDP1 cell noCPT, TDP1 cell CPT
Nc1cc2nc[nH]c2cc1N across the screens: 79.4µM*, ?, ?
CC(C)C1Cc2c(C#N)c(N)sc(=S)c2CO1 (centres undefined) across the screens: 7.0%, 0.1%, -3.2%

Next structures follow:
structure,TDP1 inh,TDP1 cell noCPT,TDP1 cell CPT
Cc1cc(C)nc(N/N=C/c2ccc(Cl)cc2)n1,.,-0.8%,-14.8%
CCOC(=O)Cn1cnc2scc(-c3ccccc3)c2c1=O,.,-10.5%,0.9%
Cc1ccc2cccc(NC(=O)C(C)Oc3ccc(Cl)cc3Cl)c2n1 (centres undefined),12.3%,?,?
COc1ccc(-c2cc(=O)oc3cc(OC(C)C(=O)NC(Cc4c[nH]c5ccc(O)cc45)C(=O)O)ccc23)cc1 (centres undefined),.,5.9%,12.9%
CCc1c(C)c2cc3c(c(C)c2oc1=O)OCN(CCc1ccc(OC)c(OC)c1)C3,3.7%,?,?
O=c1c(Cc2ccc(F)cc2)c(O)ccn1Cc1cccc(Cl)c1,1.0%,16.4µM*,?
Cc1cccc(C2NC(=O)c3c(sc(C)c3C)N2)c1O (centres undefined),3.1%,-23.6%,-12.4%
CCn1cc(C(=O)N[C@@H](CC(C)C)C(=O)NCCCn2ccnc2)c(=O)c2cc3c(cc21)OCO3,4.6%,0.4%,-5.4%
O=C(/C=C/c1cc(Br)ccc1F)Nc1cccnc1,-0.1%,?,?
COc1ccccc1N1CCN(C(=O)c2cn(C)c3ccc(S(=O)(=O)N4CCOCC4)cc3c2=O)CC1,0.9%&-2.3%,-1.9%&-2.0%,1.8%&4.5%

The listing continues:
structure,TDP1 inh,TDP1 cell noCPT,TDP1 cell CPT
O=C(NN=C1C2CC3CC(C2)CC1C3)c1cc(Cl)ccc1O,8.6%,-15.7%,-13.5%
N#Cc1ccccc1OCC(=O)Nc1ccc(N2CCOCC2)cc1N1CCOCC1,2.8%,-3.2%,?
Cc1cccc(CNc2ccnc(-c3ccccc3Cl)n2)c1,.,?,?
O=C(Cn1c(CN2CCCCC2)nc2ccccc2c1=O)NCc1ccco1,1.0%,-10.7%,-36.8%
COc1ccc2c(c1OC)C(=O)O[C@H]2C1c2c(cc3c(c2OC)OCO3)CCN1C (some centres undefined),11.9%&9.0%[56.1 µM],?,16.4µM*!
Cc1ccc(OCCCCN2CCCCC2)cc1,.,-12.7%,-8.2%
COCCn1c(C)cc(C(=O)CSc2nnc(C3CC3)n2C2CC2)c1C,3.2%,-6.5%,-5.0%
S=C1Nc2ccccc2Sc2ccc(Cl)cc21,0.0%,?,?
CCCC(C)NC(=O)C1c2ccccc2Oc2ccccc21 (centres undefined),.,9.2%,19.5%
Cc1cccc(NC(=O)CCOc2ccccc2)c1,0.0%,-5.2%,-4.6%

Next results.
Each structure is followed by: TDP1 inh | TDP1 cell noCPT | TDP1 cell CPT
> Cc1nnc(NC(=O)NC(C)N2C(=O)C3C4C=CC(C4)C3C2=O)s1 (centres undefined)
→ 2.0% | -0.6%&-3.7% | 0.6%&-12.7%
> COc1ccc(Nc2nc(N)nc(CSC(=S)N3CCOCC3)n2)cc1
→ 1.2% | ? | ?
> CCCc1c2oc(C(=O)O)cc(=O)c2cc2c(=O)cc(C(=O)O)n(CC)c12
→ . | -4.8% | 16.1%
> COc1ccc(-c2c(C)nn3c4c(cnc23)C(=O)CC(c2ccc(C)cc2)C4)cc1 (centres undefined)
→ 3.2% | -4.0% | -5.9%
> CCN1CCN(C(=O)CN(c2cc(OC)ccc2OC)S(C)(=O)=O)CC1
→ 5.4% | -18.8% | 1.4%
> CCCCSc1nc(O)c(Cc2ccccc2)c(=O)[nH]1
→ 3.9% | -6.0% | -17.2%
> CN1CCc2c(sc(NC(=O)Cc3ccccc3)c2C(N)=O)C1
→ . | -2.1% | 15.4%
> c1ccc(-c2csc3nnc(SCc4ccc5c(c4)OCCO5)n23)cc1
→ 6.7% | -10.7% | ?
> Cc1ccc(CN=C2Nc3ccccc3CS2)cc1
→ -2.9% | -15.0% | -29.4%
> CCOC(=O)CN1C(=O)C2(OCCCO2)c2ccccc21
→ 5.5% | 0.8% | -18.9%
> O=C(O)CCCCCn1c(SCC(=O)c2ccc(O)c(O)c2)nc2ccsc2c1=O
→ . | 15.9% | 15.1%
> Cc1ccc(C2=NNC(=O)C(P(=O)(c3ccccc3)c3ccccc3)C2)cc1 (centres undefined)
→ -2.6% | ? | -14.9%
> COc1ccc2nc(SCC(=O)NCC(F)(F)F)[nH]c2c1
→ 7.7% | 10.8% | -1.8%
> OC1(c2ccc(Cl)cc2)CCN(Cc2nc(-c3cnccn3)no2)CC1
→ 0.0% | ? | -23.1%
> CCOC(=O)c1c(C)oc2nc(C)nc(NCCCN3CCN(c4ccccc4OC)CC3)c12
→ 7.4% | 23.1µM* | ?
> O=C1Nc2c(c(=O)[nH]c(=O)n2-c2ccccc2)C(C(F)(F)F)(C(F)(F)F)N1
→ 3.6% | 2.2% | -10.5%
> CNC(=O)c1ccc(NC(=O)CC23CC4CC(CC(C4)C2)C3)cc1
→ . | ? | 10.9%
> Cc1ccccc1Nc1c(-c2ccc(N3CCOCC3)cc2)nc2cccc(C)n12
→ 4.3%[12.3 µM] | ? | ?
> CC1CCc2c(sc3nc(CSc4nnnn4C)[nH]c(=O)c23)C1 (centres undefined)
→ 2.9% | -22.8% | -15.8%
> c1coc(-c2nnc3sc(Cc4cccs4)nn23)c1
→ . | -15.1% | -28.6%
> COCCCNC(=O)Cn1cc(C(=O)C2CC2)c2ccccc21
→ 5.8% | -8.4% | -11.2%
> CS(=O)(=O)n1nc(OC(=O)c2cccc3ccccc23)cc1N
→ 1.0% | -17.4% | -28.0%
> CCc1c(C)[nH]c2ccc(C)cc2c1=O
→ 9.1% | ? | ?
> Cc1ccc(CCNC(=O)Cn2ncc3c([nH]c4ccc(C)cc43)c2=O)cc1
→ 3.2% | -10.1% | -9.6%
> O=C(Nc1ccc(Br)cc1)N1CCCCCCC1
→ 3.9% | -28.4% | -14.3%
> O=c1cc[nH]c2c(Cl)cccc12
→ -2.5% | 0.9% | -1.2%
> CCn1c(C)nc2cc(S(=O)(=O)C(F)(F)F)ccc21
→ 2.2% | 16.4µM* | ?
> COc1ccc(NC(=O)CN(C)S(=O)(=O)c2ccc(Cl)cc2)c([N+](=O)[O-])c1
→ -1.9% | -2.2% | -6.2%
> CN(C(=O)Cn1nc(Cl)ccc1=O)C1CCCN(Cc2ccccc2F)C1 (centres undefined)
→ 1.7% | 0.0% | 2.8%
> COc1cc(C(O)c2nc(-c3ccccc3C)cs2)ccc1F (centres undefined)
→ . | ? | ?

The list goes on, starting with the last 2 of the part before.
Each structure is followed by: TDP1 inh | TDP1 cell noCPT | TDP1 cell CPT
> CN(C(=O)Cn1nc(Cl)ccc1=O)C1CCCN(Cc2ccccc2F)C1 (centres undefined)
→ 1.7% | 0.0% | 2.8%
> COc1cc(C(O)c2nc(-c3ccccc3C)cs2)ccc1F (centres undefined)
→ . | ? | ?
> CCSc1ccccc1C(=O)N1CCCC1
→ 0.0% | -11.3% | -12.1%
> CCOc1ccc(C(=O)OCC(=O)c2c(N)n(C)c(=O)n(C)c2=O)cc1OCC
→ 2.0% | -28.0% | 3.4%
> CC(=O)NC(Cc1c[nH]c2ccccc12)C(=O)OCC(=O)Nc1ccc2c(c1)OCO2 (centres undefined)
→ 6.1% | -5.9% | 2.2%
> O=C(Nc1nncs1)C1(c2ccccc2)CCCC1
→ 4.1% | -6.5% | 4.5%
> Cc1onc(-c2ccccc2)c1C(=O)N[C@@H]1C(=O)N2C1SC(C)(C)[C@@H]2C(=O)O (some centres undefined)
→ . | -1.1% | -5.1%
> CCOc1cccc2sc(N(CCN(C)C)C(=O)c3ccc(Br)s3)nc12
→ -2.6% | -15.1% | 5.7%
> CCOC(=O)c1cc(S(=O)(=O)Nc2ccccc2)[nH]n1
→ 6.5% | -15.7% | -15.3%
> COc1cccc(NC(=O)C2CCC2)c1
→ 1.3% | -1.5% | -4.0%
> Cc1cccc(N(Cc2cc3ccccc3[nH]c2=O)S(C)(=O)=O)c1
→ 5.4% | -20.7% | 4.2%
> O=C(NNS(=O)(=O)c1ccccc1[N+](=O)[O-])c1cc2ccccc2cc1O
→ 7.3% | -9.0% | 0.8%
> CCCNC(=O)CN(c1ccc(F)c(Cl)c1)S(C)(=O)=O
→ 2.3% | -6.8% | -18.8%
> Cc1ncsc1CCSc1n[nH]c(=O)n1-c1ccccc1
→ 6.2% | 0.6% | ?
> O=c1c2ccccc2nc2ccc(NCc3ccco3)nn12
→ 50.1µM* | ? | ?
> Cc1ccccc1N1CC(c2nc3ccccc3n2Cc2ccc(Br)cc2)CC1=O (centres undefined)
→ 8.6% | 16.4µM* | ?
> O=C(O)c1ccccc1C(=O)Nc1nc(-c2ccc3ccccc3c2)cs1
→ 3.2% | -3.3% | 3.1%
> Cc1ncc([N+](=O)[O-])n1CC(=O)NC1CCCCC1
→ -2.7% | 3.2% | 5.4%
> O=S(=O)(Nc1ccc(-n2cnnn2)cc1)c1cccc(F)c1
→ -2.5% | -11.8% | -11.6%
> Cc1c(N(C)C)c(=O)n(-c2ccccc2)n1C
→ 0.7% | -0.7%&-19.5%&-2.8% | 7.5%&-3.0%&0.1%
> CCOc1ccc(CN2CCN(Cc3ccc4c(c3)c3ccccc3n4CC)CC2)cc1
→ -5.7%[12.3 µM] | 14.6µM* | ?
> Cc1ccc(S(=O)(=O)N2CCOCC2)cc1NC(=O)COC(=O)CSc1ccc(Br)cc1C
→ 3.4% | -12.3% | -9.8%
> O=C(N/N=C/c1ccc(Cl)s1)c1ccccc1[N+](=O)[O-]
→ 1.2% | ? | -14.3%
> O=C(NC1=NCCS1)C1CC2CCC1C2 (centres undefined)
→ 6.1% | -0.7% | 0.8%
> OC1c2cc(Cl)ccc2-c2c(Cl)cc(Cl)cc21 (centres undefined)
→ . | ? | ?
> COc1cccc(C(=O)NCC(=O)NCc2cc(=O)n(C)c(=O)n2C)c1
→ -0.3% | -8.3% | -3.3%
> CC(C)c1ccc(-n2nnnc2SCc2nc(N)nc(N)n2)cc1
→ . | ? | ?
> Cc1noc(C)c1S(=O)(=O)N(C)C[C@H]1Oc2ccc(NC(=O)CCC(F)(F)F)cc2C(=O)N([C@H](C)CO)C[C@@H]1C
→ 0.2% | 0.7% | 6.4%

Screening results (PubChem)
